# Assay outcomes (PubChem)
# hIAP block: human IAP inhibitors, primary screen, biochemical, luminescence, uHTS; Intestinal-type alkaline phosphatase (Homo sapiens), P09923; purified IAP, CDP-Star luminescence, 30 min; inhibition, % at 10 µM; 0.12% of 330,000 active; AID 2544, 2010;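 active = inhibition reaching a set limit with compound at 10 µM in the primary screen, cut at about 35% in these data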;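 note: plate controls were DMSO wells with enzyme for no effect and no-enzyme buffer wells for full effect; values of inactives mirror those of a sister screen read the other way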
# A3G deaminase: APOBEC3G DNA deaminase inhibitors, primary screen, biochemical, fluorescence, single-stranded DNA substrate, uHTS; DNA dC->dU-editing enzyme APOBEC-3G (Homo sapiens), Q9HC16; recombinant A3G, ssDNA deamination FAM/TAMRA fluorescence; inhibition, % at 20 µM; 0.28% of 330,000 active; AID 493012, 2011;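 active = inhibition of at least 40% at 20 µM, with no more than 30% in the related APOBEC3A deaminase screen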;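 note: plate controls were DMSO wells with A3G for no effect and wells lacking A3G enzyme for full effect; some compounds called inactive have numbers as strong as hits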
# Target sequence (Q9HC16 whole entry, looked up): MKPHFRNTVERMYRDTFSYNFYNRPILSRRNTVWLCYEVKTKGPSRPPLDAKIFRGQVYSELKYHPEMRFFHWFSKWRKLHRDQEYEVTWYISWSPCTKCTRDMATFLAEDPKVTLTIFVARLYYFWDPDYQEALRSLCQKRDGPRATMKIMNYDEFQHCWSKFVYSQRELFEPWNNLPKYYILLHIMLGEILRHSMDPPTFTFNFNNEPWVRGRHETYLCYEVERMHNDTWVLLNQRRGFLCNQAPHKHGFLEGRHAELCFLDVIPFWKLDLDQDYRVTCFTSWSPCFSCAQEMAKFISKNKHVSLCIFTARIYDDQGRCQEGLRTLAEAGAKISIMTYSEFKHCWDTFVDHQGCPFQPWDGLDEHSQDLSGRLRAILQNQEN
# beta cell repl: inducers of MIN6 beta-cell proliferation, primary screen, ATP luminescence, uHTS | MIN6 cells proliferation, ATPlite luminescence, 48 h; cells starved in 0.2% serum; 100% = growth in 10% serum | proliferation, % at 10 µM | 0.29% of 330,000 active;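 active = compounds whose signal lies at least 3.5 SD above the mean of all wells on their plate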;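 note: 0% = DMSO-treated cells in low-serum medium and 100% = 10% serum control; some compounds called inactive have numbers as strong as hits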
# ATG4B inh: ATG4B protease inhibitors, primary screen, biochemical, fluorescence, uHTS. ATG4B cleavage of LC3-PLA2, NBD-HPC fluorescence, 1 h. 0.51% of 340,000 active. inhibition, % at 8.33 µM. Cysteine protease ATG4B (Homo sapiens), Q9Y4P1; in the data active = inhibition above about 40%
# Target sequence (Q9Y4P1 whole entry, looked up): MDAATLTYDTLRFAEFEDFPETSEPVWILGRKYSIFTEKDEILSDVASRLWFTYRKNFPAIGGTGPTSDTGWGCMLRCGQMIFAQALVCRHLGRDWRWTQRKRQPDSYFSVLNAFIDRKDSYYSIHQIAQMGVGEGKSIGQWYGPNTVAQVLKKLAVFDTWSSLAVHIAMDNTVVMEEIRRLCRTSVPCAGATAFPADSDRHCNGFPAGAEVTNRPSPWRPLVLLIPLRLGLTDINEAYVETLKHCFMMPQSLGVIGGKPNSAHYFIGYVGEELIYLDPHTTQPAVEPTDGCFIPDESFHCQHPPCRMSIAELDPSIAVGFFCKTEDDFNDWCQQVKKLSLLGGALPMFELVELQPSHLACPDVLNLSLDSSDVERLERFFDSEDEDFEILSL
# MPTP inh: mitochondrial permeability transition pore inhibitors, primary screen, biochemical, isolated mouse mitochondria, absorbance. Ca2+ swelling absorbance, 30 min. inhibition, % at 10 µM. 1.4% of 360,000 active;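 active = inhibition of 50% or more, scaled per plate between neutral and stimulator controls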;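 note: 0% = DMSO wells given calcium and 100% = 1 mM EGTA wells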
# mIAP inh: inhibitors of mouse IAP, primary screen, biochemical, luminescence, uHTS | purified mouse IAP, CDP-Star luminescence, 30 min | inhibition, % at 10 µM | 0.2% of 330,000 active | AID 2806, 2010;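 active = inhibition of at least 40% at 10 µM in the primary screen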;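 note: plate controls were DMSO with enzyme for no effect and no enzyme wells for full effect; values of inactives mirror those of a sister screen read the other way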
# mIAP act: activators of mouse IAP, primary screen, biochemical, luminescence, uHTS. muIAP, CDP-Star luminescence, 30 min; active compounds read high; 1 = vehicle-only enzyme signal, 0 = enzyme-free wells. intestinal alkaline phosphatase [Mus musculus]. activation factor at 10 µM. 0.24% of 330,000 active;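 active = activation factor of at least 2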; note: the source names both 10 and 20 µM as test concentration; values of inactives mirror those of a sister screen read the other way
#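 System: mouse IAP enzyme. Reagent: CDP-Star chemiluminescent phosphatase substrate. Benchmarks: DMSO wells, no-enzyme wells. Times: 30 min enzyme-substrate-compound incubation at room temperature. Detection: luminescence from enzymatic CDP-Star hydrolysis. Doses: test compounds delivered from DMSO solution.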
# A3A deaminase: APOBEC3A ssDNA deaminase inhibitors, primary screen, selectivity assay for APOBEC3G inhibitor project, biochemical, FAM/TAMRA oligo cleavage fluorescence | DNA dC->dU-editing enzyme APOBEC-3A (Homo sapiens), P31941 | recombinant A3A, FAM/TAMRA ssDNA deamination fluorescence | inhibition, % at 20 µM | 0.41% of 330,000 active | AID 493011, 2011;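 active = at least 40% inhibition at 20 µM here, with at most 30% in a related deaminase screen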;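 note: plate controls were A3A with DMSO for no effect and wells lacking A3A enzyme for full effect; some results filed as inactive read as strong as hits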
# Target sequence (P31941 whole entry, looked up): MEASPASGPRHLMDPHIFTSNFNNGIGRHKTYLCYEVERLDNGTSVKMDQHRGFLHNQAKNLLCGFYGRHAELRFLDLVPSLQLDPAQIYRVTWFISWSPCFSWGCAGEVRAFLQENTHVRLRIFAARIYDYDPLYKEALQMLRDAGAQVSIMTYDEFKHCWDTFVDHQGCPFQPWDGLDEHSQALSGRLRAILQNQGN
# hIAP activ: human IAP activators, primary screen, biochemical, luminescence, uHTS; Intestinal-type alkaline phosphatase (Homo sapiens), P09923; purified human IAP, CDP-Star luminescence, 30 min; active compounds read high; 1 = vehicle-only enzyme, 0 = enzyme-free background; activation factor at 10 µM; 0.16% of 330,000 active; AID 2524, 2010;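 active = activation factor of the enzyme at least 2-fold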; note: the source names both 10 and 20 µM as test concentration; values of inactives mirror those of a sister screen read the other way
# * hit, by the source's call; / = not tested or not shown. Outcome played no part in choosing rows, and some 3.3% of all compounds hit somewhere here.
SMILES,hIAP block,A3G deaminase,beta cell repl,ATG4B inh,MPTP inh,mIAP inh,mIAP act,A3A deaminase,hIAP activ
Cc1nc(-c2ccccc2)cc(-c2ccccc2)n1,-14,-4,4,6,0.2,2,0.98,1,1.1
Cc1ccc(S(=O)(=O)n2nc(OC(=O)c3cccs3)cc2N)cc1,3,-2,-2,-7,-0.5,10,0.9,1,0.97
Cc1ccc(C2(c3noc(CN4CCC(c5ccncc5)CC4)n3)CCCC2)cc1,-12,-8,-3,0,69*,-9,1.1,5,1.1
O=C(N/N=C/c1ccccc1Cl)c1n[nH]c2c1CCCC2,-61,-8,-4,6,0.7,8,0.92,-1,1.6
Cc1ccc(C)c(S(=O)(=O)Nc2cc3c4c(c2)CCC(=O)N4CCC3)c1,12,-10,-4,3,0.0,-5,1.1,2,0.88
O=C(NC1CCS(=O)(=O)C1)c1ccc(Br)s1 (centres undefined),4,-5,-3,-6,0.0,8,0.92,-4,0.96
CC(C)Cc1ccc(CN2CCCC(NC(=O)Cn3cnnn3)C2)cc1 (centres undefined),10,-4,-5,22,0.8,-4,1,4,0.9
O=c1c(-c2ccc(O)cc2)coc2cc(OC3OC(CO)C(O)C(O)C3O)cc(O)c12 (centres undefined),-5,-11,-6,-6,-1.2,-18,1.2,-18,1.1
COC(=O)NCc1cc2cc(Cl)ccc2[nH]1,3,-2,-1,-9,-0.8,-4,1,-1,0.97
Nc1nnc(CC(=O)Nc2ccccc2)s1,-10,-1,1,-6,-1.4,2,0.98,-1,1.1
CN1C[C@@H]2C[C@@H](c3ccc(C#CC(C)(C)O)s3)N3CCC[C@@]23C1=O,17,-2,1,-5,-0.7,12,0.88,-2,0.83
COc1ccc(OCC(O)CNCc2ccco2)cc1 (centres undefined),1,0,-1,-9,14,-6,1.1,4,0.99
O=C(c1cccc(F)c1)N1CCN(C2CCCCC2)CC1,-77,-5,-3,-8,-1.0,-5,1,-3,1.8
COc1ccc(CC(=O)Nc2ccc(C(=O)NC(C)(C)C)cc2)cc1,11,1,0,3,0.7,8,0.92,2,0.89
COc1ccc(S(=O)(=O)N(CC(=O)NCc2ccccn2)Cc2ccccc2)cc1,5,-8,-1,0,-0.3,-2,1,-4,0.95
N/C(=N\OC(=O)COc1ccc2ccccc2c1Br)c1ccncc1,2,-6,0,/,/,5,0.95,-2,0.98
CC1(C)NC(=O)N(CN2C(=O)NC(C)(C)C2=O)C1=O,-9,-2,0,2,-1.7,-2,1,0,1.1
c1ccc(NC2=NCCN2CC2CCCCC2)cc1,12,-10,3,-3,0.0,-14,1.1,-4,0.88
CCCN(C(=O)CSc1n[nH]c(-c2ccc(OC)cc2)n1)c1c(N)n(Cc2ccccc2)c(=O)[nH]c1=O,3,2,-4,-1,0.4,-9,1.1,2,0.97
N#Cc1c(-c2ccccc2)cc(-c2ccccc2)nc1SCC(=O)O,2,-11,-6,18,-0.6,9,0.91,-5,0.98
O=C(c1ccc(Cn2cc(Cl)cn2)o1)N1CCN(Cc2ccc3c(c2)OCO3)CC1,-25,6,-3,1,-0.1,-4,1,-2,1.3
COc1ccc(C=O)cc1COc1c(F)c(F)cc(F)c1F,-8,-10,-2,24,-1.2,-9,1.1,-4,1.1
COc1ccccc1CCC(=O)NC1CCCN(c2ccc(C(F)(F)F)cn2)C1 (centres undefined),-26,-4,-3,5,-0.4,0,1,-2,1.3
CCCC(=O)Nc1nc2ccc(C(=O)OCC)cc2s1,8,-9,1,-12,0.6,16,0.84,-5,0.92
Cc1ccnc(NC(=O)CCC(=O)c2cc(C)sc2C)c1,14,-4,3,-3,-1.8,3,0.97,-2,0.86

# Compounds from the list above that have a furan ring, fused or not, in the order listed:
SMILES,hIAP block,A3G deaminase,beta cell repl,ATG4B inh,MPTP inh,mIAP inh,mIAP act,A3A deaminase,hIAP activ
COc1ccc(OCC(O)CNCc2ccco2)cc1 (centres undefined),1,0,-1,-9,14,-6,1.1,4,0.99
O=C(c1ccc(Cn2cc(Cl)cn2)o1)N1CCN(Cc2ccc3c(c2)OCO3)CC1,-25,6,-3,1,-0.1,-4,1,-2,1.3

# Next part:
SMILES,hIAP block,A3G deaminase,beta cell repl,ATG4B inh,MPTP inh,mIAP inh,mIAP act,A3A deaminase,hIAP activ
Cc1oc2cc3oc(=O)c4c(c3cc2c1C)CCC4,-12,-5,-3,3,5.2,-3,1,-1,1.1
CC(CN1CCN(C)CC1)OC(=O)c1ccc(F)cc1 (centres undefined),8,-5,1,-1,-0.3,-4,1,-1,0.92
Cc1cc(C)n2nc(CNS(=O)(=O)c3ccc(F)c(C)c3)nc2n1,3,-7,-3,1,-1.2,2,0.98,-7,0.97
COc1ccc(CN(C)CC(=O)Nc2ccc(N3CCOCC3)cc2)cc1OC,-5,-2,0,0,-0.5,-5,1,0,1.1
COc1ccccc1CSc1nc2c(c(=O)n(C)c(=O)n2C)n1C,-2,-9,1,-6,-0.2,6,0.94,-3,1
COc1ccc(S(=O)(=O)N2CCOCC2)cc1NC(=O)c1ccc2c(c1)OCCO2,-7,-7,-3,-6,-0.5,-1,1,2,1.1
CC(C)C(=O)Nc1ccc2c(c1)oc1ccccc12,-8,2,0,-8,-1.2,-8,1.1,13,1.1
O=C(Nc1ccc2c(c1)C(=O)OC2)c1ccc(Cl)cc1Cl,2,-2,-1,4,-0.9,-4,1,0,0.98
CCN(CC)C(=O)c1ccc(NS(=O)(=O)c2ccc(/C=C/C(=O)O)cc2)cc1,-2,-2,-3,2,0.2,-10,1.1,2,1
CCOc1ccc(NC(=S)N2CCC(c3ccc(C)cc3)C2)cc1 (centres undefined),-10,6,-6,-7,2.0,-7,1.1,4,1.1
CC(=O)c1sc(-c2ccccc2)cc1NS(=O)(=O)c1ccc(C)cc1,9,-2,0,-5,4.4,14,0.86,-1,0.91
C=CCn1c(SCC#N)nc2ccccc2c1=O,-16,4,-2,-6,-6.3,-15,1.2,5,1.2
CCCn1cnc2cc(NC(=O)c3ccco3)ccc21,13,-7,-4,-4,1.1,4,0.96,-4,0.87
O=C1NCCN(Cc2ccc(Cl)c(F)c2)C1CC(=O)N1CCCO1 (centres undefined),-34,-5,2,22,0.2,8,0.92,-1,1.3
CCCOC(=O)C1=C(C)NC(=O)NC1c1cccc2ccccc12 (centres undefined),-14,-4,-1,-7,1.2,-11,1.1,2,1.1
COc1ccc(C(=O)NN/C(=N/S(=O)(=O)c2ccc(C)cc2)c2ccccc2)cc1,-36,0,-5,-7,1.5,4,0.96,-4,1.4
COc1ccc(-c2cc(-c3ccc(OC)cc3)c(C#N)c(SC)n2)cc1,5,-3,-2,-10,9.2,-2,1,-1,0.95
COc1ccc(-c2csc(Nc3ccc(S(=O)(=O)Nc4cc(C)on4)cc3)n2)cc1,-12,-7,-3,9,1.3,0,1,-7,1.1
COCC(C)NC(=O)c1ccc(CN2CCc3ccccc3C2)cc1 (centres undefined),-1,-3,2,-16,0.3,-8,1.1,0,1
O=C(Nc1ccn(Cc2ccccc2)n1)c1ccc2c(c1)OCO2,4,-1,-3,-7,2.0,13,0.87,3,0.96
CCc1ccc(NC(=O)N2CCc3ccccc3C2)cc1,24,-2,1,2,0.7,-5,1.1,2,0.76
O=C(O)Cc1ccc(C(=O)c2ccc(F)cc2)s1,10,-2,0,-10,-1.8,1,0.99,-2,0.9
N#CCCCCN1c2cccc3cccc(c23)S1(=O)=O,6,0,0,-13,2.0,-7,1.1,-1,0.94
COc1cccc(NC(=O)[C@@H]2CCCN2C(=O)C2CCN(S(=O)(=O)c3ccc(C)cc3)CC2)c1,17,-6,0,-2,0.4,-14,1.1,-4,0.83
CC(NC(=O)c1ccc(Cn2cc([N+](=O)[O-])cn2)cc1)c1ccccc1 (centres undefined),2,1,-1,-3,2.7,6,0.94,1,0.98

# (next part)
SMILES,hIAP block,A3G deaminase,beta cell repl,ATG4B inh,MPTP inh,mIAP inh,mIAP act,A3A deaminase,hIAP activ
COc1cccc(/C=N/n2c(C3CCCCC3)n[nH]c2=S)c1OC,-14,0,-2,-5,0.4,-13,1.1,-10,1.1
CCOc1cccc(-c2nn(-c3ccccc3)cc2/C=C(/C#N)C(=O)NCCCn2ccnc2)c1,2,-8,-5,-18,-1.3,18,0.82,-4,0.98
O=C(CCc1nnc(-c2ccccc2)o1)NCc1c(F)cccc1F,-5,-6,-4,-3,-1.9,-3,1,-4,1.1
COCC(C)n1c(SCc2ccc(C(=O)OC)cc2)nc2ccccc2c1=O (centres undefined),23,-14,-4,4,0.5,9,0.91,-4,0.77
CCCCC12CN3CC(C)(CN(C1)C31C(=O)N(C)c3ccc(C)cc31)C2=O (centres undefined),17,-4,-2,-11,-0.3,1,0.99,-1,0.83
CONc1nc(NC(C)(C)C)nc(OCC#N)n1,2,-6,3,4,1.3,8,0.92,-1,0.98
O=C(C1=C[C@@H](c2ccccc2)C[C@@H](OCc2ccc(CO)cc2)O1)N1CCOCC1,9,-9,1,-7,-1.1,-1,1,-2,0.91
COc1ccc(-c2oc(NC(C)=O)c(C#N)c2-c2ccc(OC)cc2)cc1,9,-4,-1,-3,-0.1,-5,1.1,-1,0.91
CCOC(=O)N1CCN(C(=O)COc2ccc(Br)cc2)CC1,-8,-4,-2,-1,0.1,6,0.94,-4,1.1
COC(=O)c1ccc(CSCC(=O)Nc2ccccc2)cc1,2,-14,-3,-12,-0.5,6,0.94,-3,0.98
Nc1nc(SCC(=O)NCCN2CCOCC2)nc2sc3c(c12)CCC3,2,-10,2,-10,1.1,-3,1,-1,0.98
CC(=O)Nc1ccc(S(=O)(=O)N2CCN(CCCOc3ccccc3Cl)CC2)cc1,8,-12,-2,-4,23,4,0.96,-2,0.92
COc1ccc(/C=N/NC(N)=S)cc1OC(=O)c1ccccc1,9,-8,-3,-20,0.1,12,0.88,-6,0.91
CCC1Oc2ccccc2N(CC(=O)NCc2ccco2)C1=O (centres undefined),-5,-18,-4,-6,-1.5,-10,1.1,-6,1.1
COc1ccc(NS(=O)(=O)c2cc(NC(=O)c3cccs3)ccc2N2CCCC2)cc1,19,1,0,8,0.6,4,0.96,1,0.81
O=C(NNC(=O)c1n[nH]c2ccccc12)c1ccccc1,-80,-3,-3,6,-1.4,22,0.78,-2,1.8
O=C(COC(=O)/C=C/c1ccccc1)Nc1ccc2c(c1)OCCO2,21,-5,-3,2,0.3,5,0.95,-4,0.79
O=C(O)/C=C/C(=O)Nc1ccc2c(c1)NC(=O)CO2,-12,3,0,0,-1.9,-3,1,2,1.1
Cc1ccc(NC(=O)CCC(=O)c2cccs2)c(O)c1,17,-1,1,-4,0.9,-3,1,0,0.83
Cc1cc(/C=C(\C#N)C(N)=O)c(C)n1-c1ccc(N2CCOCC2)c([N+](=O)[O-])c1,1,-4,4,-9,2.4,11,0.89,0,0.99
